bovine MsrA act: activators of bovine methionine sulfoxide reductase A. hit rate 0.3% among 360,000. activation, % at 10.6 µM. AID 602163. purified bovine MsrA, absorbance read-out; in the data active = activation above about 7.5%;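 note: 0% = vehicle and 100% = reference activator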
NRP1-CendR mod: alters CendR peptide binding to human NRP-1; FAM-RPARPAR peptide binding to NRP-1, fluorescence polarization; O14786; hit rate 0.85% among 360,000; inhibition, % at 25 µM;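 active = inhibition or corrected inhibition above about 18%, plus a signal ratio from 0.5 to 1.5, limit read from the data, passing the limit was not always enough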; note: strong numbers were not always called active
Target sequence (O14786 whole entry, looked up): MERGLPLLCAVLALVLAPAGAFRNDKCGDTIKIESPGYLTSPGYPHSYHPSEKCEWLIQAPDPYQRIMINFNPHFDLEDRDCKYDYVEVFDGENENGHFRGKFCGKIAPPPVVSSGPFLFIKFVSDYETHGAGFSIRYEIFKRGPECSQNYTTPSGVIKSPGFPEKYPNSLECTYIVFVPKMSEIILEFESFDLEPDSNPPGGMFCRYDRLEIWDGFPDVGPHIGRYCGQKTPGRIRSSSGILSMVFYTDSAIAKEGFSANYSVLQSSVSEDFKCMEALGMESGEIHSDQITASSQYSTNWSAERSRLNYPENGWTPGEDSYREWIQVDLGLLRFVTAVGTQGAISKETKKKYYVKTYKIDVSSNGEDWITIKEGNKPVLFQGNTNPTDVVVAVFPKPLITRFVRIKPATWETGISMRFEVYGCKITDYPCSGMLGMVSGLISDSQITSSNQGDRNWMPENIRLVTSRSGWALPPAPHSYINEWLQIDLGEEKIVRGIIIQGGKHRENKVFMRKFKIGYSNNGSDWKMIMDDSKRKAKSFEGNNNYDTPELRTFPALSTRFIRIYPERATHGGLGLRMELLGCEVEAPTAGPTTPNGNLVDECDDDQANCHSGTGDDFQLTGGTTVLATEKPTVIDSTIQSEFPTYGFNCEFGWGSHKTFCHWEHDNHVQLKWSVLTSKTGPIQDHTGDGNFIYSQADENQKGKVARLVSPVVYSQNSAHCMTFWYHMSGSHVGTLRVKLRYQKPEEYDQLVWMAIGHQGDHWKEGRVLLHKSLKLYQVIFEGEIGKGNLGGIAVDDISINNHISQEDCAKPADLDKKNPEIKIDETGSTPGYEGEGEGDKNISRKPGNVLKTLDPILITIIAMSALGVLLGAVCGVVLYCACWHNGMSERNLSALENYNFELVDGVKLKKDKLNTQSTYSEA
MsrA inhibitor: bovine MsrA inhibition; purified bovine MsrA, absorbance read-out; inhibition, % at 15.5 µM; hit rate 0.75% among 360,000; in the data active = inhibition above about 4.5%;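 note: 0% = vehicle wells with enzyme and 100% = reference inhibitor wells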
DNMT1 inh: inhibitors of human DNMT1 | P26358 | DNMT1 molecular beacon, Hinp1I cleavage, fluorescence | inhibition (reported as % activation of signal), % at 10 µM | hit rate 0.83% among 360,000 | AID 588458; in the data active = inhibition above about 50%
Scp1 inh: inhibitors of human Scp-1 phosphatase; Q9GZU7; Recombinant Scp1, phosphopeptide, malachite green phosphate absorbance; inhibition, % at 20 µM; hit rate 0.88% among 340,000; AID 493091;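 active = inhibition above about 50% at 20 µM, limit read from the data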;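 note: plate controls were DMSO wells with enzyme for no effect and wells lacking enzyme for full effect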
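System: truncated SCP-1 phosphatase (76-261aa); medium: Tris acetate buffer pH 5.5 with MgCl2 and Tween-20; incubation: 45 min room-temperature reaction, 5 min colour, 30 min stabiliser; compound: single 20 µM dose, 1% DMSO; reagent: Phosphorylated 17-residue peptide substrate; read-out: % inhibition at 20 µM; technique: colorimetric free-phosphate detection, absorbance 630 nm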
TbMetRS inhib: Trypanosoma brucei MetRS inhibition. hit rate 0.4% among 360,000. purified T. brucei MetRS, ATP depletion, Kinase-Glo luminescence. inhibition, % at 11.9 µM. AID 624268;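 active = inhibition above a per-plate cutoff of the control wells' mean inhibition plus 3 SD, cut at about 5.5% in these data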;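 note: 0% = DMSO wells median and 100% = median of wells with control inhibitor compound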
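Measured by: Kinase-Glo luciferase luminescence reporting remaining unconsumed ATP. Material: purified T. brucei MetRS enzyme. Doses: 11.9 µM compound single dose, 0.9% DMSO. Medium: HEPES buffer containing pyrophosphatase, BSA, spermine, DTT. Times: 15 min preincubation, 2 h reaction, all 25 °C. Reagent: methionine, ATP and bulk E. coli tRNA.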
E coli Lon inh: inhibitors of E. coli Lon protease | purified E. coli Lon protease, fluorescence polarization | AID 602123 | P0A9M0 | hit rate 0.42% among 360,000 | inhibition, % at 7.94 µM; in the data active = inhibition above about 13%, passing the limit was not always enough;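 note: 0% = enzyme with probe and DMSO and 100% = no enzyme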
STEP block: STEP (human) phosphatase inhibition | P54829 | recombinant STEP, OMFP fluorogenic substrate, fluorescence | AID 588621 | hit rate 0.25% among 360,000 | inhibition, % at 20 µM;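 active = inhibition at 20 µM, scaled per plate between control wells, above about 37%, limit read from the data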;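 note: 0% = DMSO with enzyme and substrate and 100% = substrate only without enzyme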
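Material: STEP (striatal-enriched tyrosine phosphatase) enzyme, cell-free | Medium: 50 mM Bis-Tris pH 6.0 with 2.5 mM DTT and 0.005% Tween 20 | Read-out: Percent inhibition scaled to no-enzyme and uninhibited-enzyme controls, plate-pattern corrected | Signal: Fluorescence read at 480 nm ex / 540 nm em | Times: 20 min reaction, room temperature, in the dark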
SUMO1-SIM PPI: alters human SUMO1 binding to SIM partners. hit rate 0.33% among 360,000. SUMO1 binding to a labelled peptide, TR-FRET, 1 h. P63165. inhibition, % at 20 µM; in the data active = inhibition above about 37%
Target sequence (P63165 whole entry, looked up): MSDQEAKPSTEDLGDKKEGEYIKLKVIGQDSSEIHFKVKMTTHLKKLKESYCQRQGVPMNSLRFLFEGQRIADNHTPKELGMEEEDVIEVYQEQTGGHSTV
LMPTP inh: LMPTP (human) inhibition. P24666. recombinant LMPTP-A, OMFP fluorogenic substrate, fluorescence intensity. inhibition, % at 20 µM. hit rate 0.22% among 360,000;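 active = compounds that cut the enzyme signal by at least half of the control window in the single-dose screen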;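 note: plate controls were DMSO wells with enzyme plus substrate for no effect and substrate without enzyme for full effect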
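material = LMPTP-A | quantity = 0.625 nM enzyme | reagent = OMFP substrate, 400 µM final | buffer or medium = Bis-Tris pH 6.0, DTT, detergent | detection = endpoint fluorescence intensity from OMFP dephosphorylation | dosing = single 20 µM dose | read-out basis = % inhibition relative to no-enzyme and uninhibited control wells | control set = no-enzyme and uninhibited controls | timing = 50 min at room temperature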
Starred values were filed as active, the others as inactive; / = not tested or not shown.

Every second line gives: bovine MsrA act	NRP1-CendR mod	MsrA inhibitor	DNMT1 inh	Scp1 inh	TbMetRS inhib	E coli Lon inh	STEP block	SUMO1-SIM PPI	LMPTP inh
- CCOC(=O)C1C(=O)NC(N2CCCCC2)=NC1C(C)C (stereo not drawn)
→ -2	1	-0.1	2	-2	-0.1	13	0	4	-1.0
- Cc1ccccc1NC(=O)C(C)O/N=C/c1cccc([N+](=O)[O-])c1 (stereo not drawn)
→ -12	-6	0.1	3	-3	-0.3	4	-23	-18	0.3
- Fc1ccc(NC(=S)N2CCN(c3ncccn3)CC2)cc1
→ -3	2	-0.8	0	-3	-0.2	-1	0	0	-1.0
- CN1C(=O)N(CC(=O)Nc2ccc(C(F)(F)F)cc2)C(=O)C12CCCCC2
→ -2	-6	3.1	-2	-11	-0.2	2	1	1	-0.2
- O=S(=O)(NCCN1CCOCC1)c1ccc(Cl)c(Cl)c1
→ -9	-6	-0.6	1	2	-1.4	16*	-2	0	-1.5
- C[C@@H]1CNC(=O)c2c(C(=O)N[C@H](C)c3ccccc3)ncn21
→ 5	-16	0.1	5	/	0.1	-6	0	2	0.5
- COc1cc(CN2CCN(Cc3c[nH]c4ccccc34)CC2CCO)cc(OC)c1 (stereo not drawn)
→ 0	-8	-0.5	-3	-1	0.3	13	1	6	2.3
- CC1CCCCN1C(=O)Cn1c(=O)oc2cc(S(=O)(=O)N3CCCCC3)ccc21 (stereo not drawn)
→ -6	-14	-0.2	1	11	-0.7	0	-2	0	-1.8
- CC1CCN(S(=O)(=O)c2ccc3c(c2)N(C)C(=O)CC(=O)N3C)CC1
→ -1	13	0.0	1	-10	0.1	3	-2	2	-0.8
- Cc1cc(OC(C)C(=O)N2CCN(c3ccc(F)cc3)CC2)c2c(C)cc(=O)oc2c1 (stereo not drawn)
→ -9	2	-1.6	-3	-5	-0.2	5	2	1	3.1
- C=CCSc1nc2sc3c(c2c(=O)[nH]1)CC(C)(CC)OC3 (stereo not drawn)
→ 0	6	-1.1	2	-9	-0.1	6	0	0	0.6
- COc1ccccc1N1CCN(CC(=O)c2c(C)[nH]c3ccccc23)CC1
→ -1	9	1.3	-2	-3	0.4	5	0	3	1.1
- CCC(C(=O)Nc1ccsc1C(=O)OC)c1ccccc1 (stereo not drawn)
→ -1	9	0.4	4	-1	1.1	-4	-3	5	1.2
- CCn1c(=N)c(C(=O)NC)cc2c(=O)n3cccc(C)c3nc21
→ -8	-6	1.5	18	-7	-2.3	0	0	-10	1.7
- CCOc1cc(/C=N/NC(=O)c2ccncc2)cc(Br)c1O
→ -2	2	2.4	0	/	0.2	-1	-1	-6	-1.6

Whole records as entered above. Values in the order: bovine MsrA act | NRP1-CendR mod | MsrA inhibitor | DNMT1 inh | Scp1 inh | TbMetRS inhib | E coli Lon inh | STEP block | SUMO1-SIM PPI | LMPTP inh
Cc1cc(OC(C)C(=O)N2CCN(c3ccc(F)cc3)CC2)c2c(C)cc(=O)oc2c1 (stereo not drawn) in the list: -9 | 2 | -1.6 | -3 | -5 | -0.2 | 5 | 2 | 1 | 3.1
O=S(=O)(NCCN1CCOCC1)c1ccc(Cl)c(Cl)c1 in the list: -9 | -6 | -0.6 | 1 | 2 | -1.4 | 16* | -2 | 0 | -1.5

Following part
Every second line gives: bovine MsrA act	NRP1-CendR mod	MsrA inhibitor	DNMT1 inh	Scp1 inh	TbMetRS inhib	E coli Lon inh	STEP block	SUMO1-SIM PPI	LMPTP inh
- CCn1c2ccccc2c2cc(NC(=O)CSc3nnc(-c4ccc(OC)c(OC)c4)n3N)ccc21
→ -12	10	0.6	-20	9	-1.5	-12	0	0	1.5
- CC1(C)C(=O)OC(c2cccs2)C(C)(C)C1=O (stereo not drawn)
→ -3	-22	1.1	-1	-4	-1.1	-1	-3	3	-0.9
- C#CCOCCOCCOCCNc1nc(N2CCN(C(=O)[C@H]([C@@H](C)O)n3cc(CCCCN)nn3)CC2)nc(N2CCN(C(=O)[C@H]([C@@H](C)CC)n3cc(CCCN=C(N)N)nn3)CC2)n1
→ 0	11	0.5	-3	1	-0.2	-12	3	-35	7.0
- CCOC(=O)Cn1c(C(F)(F)F)nc2nc(Cl)c(Cl)nc21
→ -2	3	2.7	23	5	-0.3	-6	-1	-13	0.2
- Cc1cccc(NC(=O)c2ccccc2NC(=O)Cc2ccccc2)c1C
→ -8	2	1.4	4	-3	-1.1	3	0	0	0.7
- CC(=O)CCC1C2C(O)C(C(C)C)C(OC(=O)/C=C/c3ccccc3)CC12C (stereo not drawn)
→ 1	-11	-1.4	-8	1	-0.1	-1	-1	4	0.9
- Cc1ccc(C(=O)N(CCN2CCCCC2)CC2CCCN(C3CCCC3)C2)s1 (stereo not drawn)
→ -3	2	0.1	0	-5	-0.3	-2	-2	-23	1.5
- CC1(C)CC(OC(=O)c2ccco2)CC(C)(C)N1O
→ -5	-3	2.1	3	-14	-0.7	15	3	-1	-2.1
- CC(CCc1ccccc1)NC(=O)CCNS(=O)(=O)c1ccccc1C(F)(F)F (stereo not drawn)
→ -1	-1	-0.9	-4	-11	0.0	2	-2	1	-0.7
- CCOC(=O)CN1CC23C=CC(O2)C(C(=O)NCc2cccs2)C3C1=O (stereo not drawn)
→ -6	1	4.0	0	-6	-0.5	-2	-5	-4	-0.2
- O=C(Cc1cccc(Cl)c1)Nc1ccc(Br)cc1
→ -3	2	-1.5	4	-15	40*	3	-7	2	1.3
- S=c1[nH]c(-c2ccccc2)cn1/N=C/c1cccc2ccccc12
→ -1	1	-0.1	-3	6	0.3	-2	2	-15	3.4
- Nc1ncnc2c1ncn2[C@@H]1O[C@H](CNS(=O)(=O)c2ccc(-c3ccno3)s2)[C@@H](O)[C@H]1O
→ 0	-5	-1.2	1	1	-0.2	1	1	-7	-0.1
- O=C(c1ccccc1)N1CCN(CC#CC2(O)CCCCC2)CC1
→ -11	5	0.2	1	0	-0.4	2	-2	11	-1.6
- O=C(c1cccs1)N1CCN(c2cc(Cl)ccc2Cl)CC1
→ -5	-5	0.4	1	1	-0.4	-3	1	7	0.7
- CCN(CC)CCNc1cc(C)nc2c1C(=O)C(=O)C=C2N1CCCCC1
→ -1	13	1.9	-11	-7	0.0	4	1	-24	-0.1
- Cc1ccc(C(=O)N2CCN(C(=O)c3ccccc3)C2c2ccc(N(C)C)cc2)cc1 (stereo not drawn)
→ 3	6	2.8	3	-2	0.1	-1	2	1	0.0
- CCCCC(=O)N(C)c1c(CC)nc2c(OCCOc3ccc(F)cc3)cccn12
→ -5	-14	0.7	0	/	-0.5	3	-1	0	0.3
- COCCNC(=O)c1ccc(N2CC3CC(C2)c2cccc(=O)n2C3)c(NC(=O)c2ccc(Br)o2)c1 (stereo not drawn)
→ -4	4	0.9	2	-2	-0.3	-10	-1	6	-1.4
- CCOC(=O)N/N=C/c1c(F)c(F)c(F)c(F)c1F
→ -4	4	1.0	1	-7	-0.6	-4	-2	-3	-0.9
- C[C@H](NC(=O)c1nc[nH]c1C(=O)NCC(=O)OCc1ccccc1)C(=O)OCc1ccccc1
→ -1	11	-1.2	-4	-8	0.1	0	-1	3	0.5
- Cc1ccc(NC(=O)CNC(=O)c2cccs2)c(O)c1
→ -3	-16	1.3	0	-3	0.1	8	0	3	-0.7
- CCCC(=O)NC(=S)Nc1ccc(N2CCOCC2)c(Cl)c1
→ -4	11	0.0	-1	-4	-1.2	-6	1	0	-1.2
- CC1CC(C)CN(S(=O)(=O)c2ccc3c(c2)CCN3C(=O)C2CC2)C1 (stereo not drawn)
→ 1	7	0.4	0	-7	-0.3	-1	1	-1	1.0
- Cn1c(N)c(C(=O)CSc2nnc(C3CC3)n2-c2ccccc2)c(=O)n(C)c1=O
→ -3	8	0.0	10	-5	-0.1	-11	-2	3	-0.6
- Cc1[nH]c2ccccc2c1/C=N/NC(=O)CNC(=O)c1cccs1
→ -4	5	1.4	0	-4	-0.1	0	-1	0	-1.1
- CCOc1ccccc1NC(=O)CN(Cc1ccccc1)S(C)(=O)=O
→ 0	-1	-0.5	-6	0	-0.6	-8	3	-4	-1.2
- COc1ccc(C(=O)NCCS(=O)(=O)N2CCN(Cc3ccccc3)CC2)cc1
→ -2	-12	0.5	-1	-3	0.0	-6	-2	0	-0.9
- Cc1ccc(S(=O)(=O)N(C)C)cc1NC(=O)c1ccc(OC(F)(F)F)cc1
→ -1	-11	0.3	0	-6	-0.6	-20	-1	2	-0.7
- CC1(C)c2cc(O)ccc2OC1N1CCOCC1 (stereo not drawn)
→ -2	-14	-1.0	0	-1	0.4	8	1	0	-0.9
- O=C(O)CN1C(=O)CC(Cc2ccc(Cl)cc2)C1=O (stereo not drawn)
→ -9	12	0.1	4	-6	-0.6	-2	3	0	-1.1
- Cc1cccc(NC(=O)CSc2nnc(-c3ccco3)c(-c3ccco3)n2)c1C
→ -13	-8	/	106*	63*	0.1	89*	6	34	25
- O=C(O)C1=C[C@@H](c2ccc(C(F)(F)F)cc2)C[C@@H](OCc2ccc(CO)cc2)O1
→ -3	-3	-0.9	-3	-6	0.4	1	0	4	-0.8
- O=C(CSc1nc2ccccc2[nH]1)c1ccc2c(c1)OCO2
→ -2	-19	0.1	-6	-8	0.6	11	1	-2	-1.7
- CC(C)(C)c1ccc(C(=O)N2CCC(=O)N([C@H](COCc3ccccc3)Cc3ccccc3)CC2)cc1
→ 3	-6	-0.1	/	/	-0.8	2	/	4	4.2
- C[C@@H](C(=O)NCC1CC1)[C@@H]1C[C@@]1(C)[C@@H](NC(=O)OCc1ccccc1)c1ccccc1
→ -4	-6	-0.3	-1	-2	-0.1	-3	-5	-1	0.0
